Screens: PubChem BioAssay, National Center for Advancing Translational Sciences (NCATS)
PLK1 PBD block: blocks phosphopeptide binding to human PLK1 polo-box domain; P53350; AID 720504; Potency, µM, inactives show max response, negative = inhibition, hits mostly inhibitors; Plk1 PBD binding of FITC phosphopeptide, fluorescence polarization; 360,000 tested, 2.8% active; further: potency means the concentration at half of the fitted maximal effect; series mostly up to about 57 µM; on the % scale 0 is the no-effect control and ±100 the full control effect; nearly all actives have a fitted effect of over 65% in size
Target sequence (P53350 whole entry, looked up, the tested form may be a part): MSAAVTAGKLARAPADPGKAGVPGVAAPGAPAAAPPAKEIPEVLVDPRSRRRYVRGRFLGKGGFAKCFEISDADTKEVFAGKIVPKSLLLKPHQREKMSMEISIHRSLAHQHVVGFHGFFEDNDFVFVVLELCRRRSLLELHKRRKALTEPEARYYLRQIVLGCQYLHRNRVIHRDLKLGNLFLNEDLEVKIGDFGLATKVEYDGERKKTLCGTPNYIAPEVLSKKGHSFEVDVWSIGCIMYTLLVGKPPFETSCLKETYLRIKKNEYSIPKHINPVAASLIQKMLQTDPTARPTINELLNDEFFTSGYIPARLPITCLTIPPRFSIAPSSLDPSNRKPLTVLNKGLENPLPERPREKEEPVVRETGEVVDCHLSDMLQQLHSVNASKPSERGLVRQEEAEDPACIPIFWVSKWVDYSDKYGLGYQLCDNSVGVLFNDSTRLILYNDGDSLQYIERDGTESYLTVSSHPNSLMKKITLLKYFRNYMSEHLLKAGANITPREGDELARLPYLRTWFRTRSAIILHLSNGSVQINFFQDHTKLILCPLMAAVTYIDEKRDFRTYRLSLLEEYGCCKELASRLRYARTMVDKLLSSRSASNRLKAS
PI5P4Ka inh: inhibitors of human PI5P4K alpha; PI5P4Kalpha enzyme, ADP-Glo luminescence, 60 min; active compounds read low; max response, %; 330,000 tested, 1.2% active; AID 652105; active means max response of -50% or lower; inconclusive means between -30% and -50%; inactive means -30% or higher; further: value at the top dose of about 77 µM; on the % scale 0 is the no-effect control and ±100 the full control effect
Target sequence (P48426 whole entry, looked up): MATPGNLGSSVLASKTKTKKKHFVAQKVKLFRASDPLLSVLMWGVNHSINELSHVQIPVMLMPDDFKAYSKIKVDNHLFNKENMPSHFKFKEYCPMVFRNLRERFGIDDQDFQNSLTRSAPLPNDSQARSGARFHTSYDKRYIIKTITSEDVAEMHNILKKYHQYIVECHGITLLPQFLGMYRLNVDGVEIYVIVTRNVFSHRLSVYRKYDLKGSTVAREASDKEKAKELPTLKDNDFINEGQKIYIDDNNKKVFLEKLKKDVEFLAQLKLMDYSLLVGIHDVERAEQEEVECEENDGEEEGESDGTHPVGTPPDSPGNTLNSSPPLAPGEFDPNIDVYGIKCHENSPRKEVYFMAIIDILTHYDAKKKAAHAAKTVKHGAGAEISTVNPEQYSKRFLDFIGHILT
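Reactions run in 0.038 M HEPES pH 7.4, 0.28 mM EGTA, 0.1% CHAPS and 5% DMSO, with PI5P4Kalpha, substrate, compound and 5 microM ATP final, one hour at room temperature. Readout is ADP-Glo luminescence.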
IL2 activator: activators of IL-2; IL-2 activation reporter assay, cell-based qHTS; stimulated with anti-CD3/CD4/CD28 beads; in transgenic mouse T cells; activation, % (series mostly up to about 46 µM); 360,000 tested, 0.065% active; AID 652025; in the data active means activation above about 50%; inconclusive means mostly about 30% to 49%; further: 0% is about no effect
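First, unstimulated transgenic mouse T cells were exposed to compound for 60 min. Next, anti-CD3/anti-CD4-coated beads with anti-CD28 were added. Finally, after 18 h at 37 degrees C, EGFP and DsRed were imaged.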
WRN helicase inh: inhibitors of human WRN helicase; Q14191; Potency, µM (top dose mostly 114 µM), inactives show at the top dose activity change, negative = inhibition, most hits filed as inhibitors; 360,000 tested, 0.46% active; WRN helicase unwinding, fluorescent forked duplex, kinetic; further: potency means the concentration at half of the fitted maximal effect; on the % scale 0 is the no-effect control and ±100 the full control effect; nearly all actives have a fitted effect of over 55% in size
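Fluorescence dequenching readout, ex 525 nm/em 598 nm, kinetic mode: forked duplex DNA (100 nM final) with adjacent fluorophore and quencher unwound by WRN (20 nM final) with 2 mM ATP. Compound preincubation 15 min, room temperature.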
EPAC2 agonist: EPAC2 (human) agonism | Q8WZA2 | EPAC2 activation, biochemical qHTS; response scale: 100% = 6.5 mM cAMP response | Potency, µM (top dose mostly 154 µM), inactives show top-dose activation, hits mostly activators | 360,000 tested, 0.079% active | AID 720711; further: potency means the concentration at half of the fitted maximal effect; nearly all actives have a fitted effect of over 50% in size
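Each well held 100 nM EPAC2, 250 nM RAP1B-BODIPY-GDP and 50 uM GDP. Fluorescence, read at 5-min intervals to 30 min, was referenced to a 6.5 mM cAMP positive control.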
EPAC1 antag: antagonists of human EPAC1; O95398; EPAC1 GEF assay, Rap1b-BODIPY-GDP exchange fluorescence; Potency, µM (titrated, usually from 115 µM), inactives show at the top dose activity change, negative = inhibition, usual class: inhibitors; 360,000 tested, 0.14% active;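 further: potency means the concentration at half of the fitted maximal effect; plate controls were vehicle for no effect and positive control for full effect; nearly all actives have a fitted effect of over 50% in size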
CCT chaperon mod: cytosolic chaperonin activity modulation | purified chaperonin ATPase assay, HTRF ADP detection, 30 min | 360,000 tested, 0.3% active | activity change, % (concentration not given with the values), hits read low | AID 651819; in the data active means activity change below about -30%; further: on the % scale 0 is the no-effect control and ±100 the full control effect
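First, chaperonin was dispensed at 40 nM or 20 nM final depending on batch activity. Next, compounds were pinned at 76 uM and ATP added at 10 uM. After 30 min at 37 °C, ADP detection reagents ran 30 min at ambient temperature.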
EPAC1 agonist: agonists of human EPAC1 | Potency, µM (titrated, usually from 154 µM), without a hit: at the highest dose activation, most hits filed as activators | AID 720707 | 360,000 tested, 0.073% active | EPAC1 agonist qHTS, biochemical assay; response scale: 100% = response to 6.5 mM cAMP | O95398; further: potency means the concentration at half of the fitted maximal effect; nearly all actives have a fitted effect of over 60% in size
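Nucleotide exchange by EPAC1 (100 nM) on Rap1B–BODIPY-GDP (250 nM) in the presence of 50 uM GDP is tracked fluorescently at 480/540 nm over 30 min. Signals are normalized to a 6.5 mM cAMP control.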
The depositor's hits bear a star; u = inconclusive; x = not tested or not shown; [ ] = remark or other dose. Unless noted, the call rests on the fitted dose curve; in most records, active means well fitted curve in the direction sought with a large enough effect; inconclusive means small, poorly fitted or top-dose-only effect, or another doubt; inactive means no such curve, though single readings can be large; an effect the other way counts as inactive or inconclusive. A portion of the library. The share of hits here may be higher or lower than overall.

SMILES	PLK1 PBD block	PI5P4Ka inh	IL2 activator	WRN helicase inh	EPAC2 agonist	EPAC1 antag	CCT chaperon mod	EPAC1 agonist
O=C(OCc1cn([C@H]2C[C@H](c3ccc(Cl)cc3)N(C(=O)C3CCCCC3)C[C@@H]2O)nn1)c1ccccc1	-15.0%	1.9	1.4	-7.7%	7.1%	-13.2%	0.9	-4.3%
Cc1ccc(-c2cn3cccnc3n2)cc1NC(=O)c1ccc(Br)o1	-9.0%	x	1.8	-12.0%	14.0%	3.2%	-1.4	3.4%
CCN(CC(=O)Nc1ccccc1C(F)(F)F)C(=O)CN1C(=O)NC2(CCCC2)C1=O	-10.0%	1.4	-0.4	-23.0%	11.1%	-4.9%	-2.6	1.4%
Cc1ccc2nc(NC(=O)/C=C/c3ccc4c(c3)OCO4)sc2c1	-12.2%	-18.0	-3.7	-4.6%	9.3%	-21.6%	-1.4	4.6%
CCCC(=O)N1N=C(c2ccccc2)CC1c1cn(C)c2ccccc12 (stereo unspecified)	-8.2%	2.7	-2.9	-5.7%	3.2%	-11.1%	-0.4	1.0%
CCOc1ccc(Cc2nnc(SCC(=O)Nc3c(C)cccc3C)[nH]c2=O)cc1	-15.2%	4.6	-0.3	-5.9%	11.9%	-7.1%	-3.7	3.9%
Cn1c(=O)c2[nH]c(SCc3cccnc3)nc2n(C)c1=S	-29.5%	-3.1	-0.6	-1.4%	6.3%	15.2%	-0.4	14.7%
CCn1c(=O)cc(SCC(=O)Nc2ccc3c(c2)OCO3)c2ccccc21	-3.9%	x	-1.2	-8.0%	-0.1%	1.3%	-1.1	-0.8%
Cc1ccc(CCNC(=O)c2ccc(NC3=NC4CS(=O)(=O)CC4S3)cc2)cc1 (stereo unspecified)	-6.5%	-1.8	3.2	1.9%	-1.6%	-1.0%	-0.2	9.7%
O=C(c1ccc(Cl)s1)N1CCN(S(=O)(=O)c2ccc(Cl)cc2)CC1	-7.3%	3.5	-0.9	0.1%	4.4%	-7.5%	-0.3	2.2%
Cc1cccc2sc(NNC(=O)c3ccc(S(=O)(=O)N4CC(C)CC(C)C4)cc3)nc12 (stereo unspecified)	-7.8%	-2.6	-1.8	-10.0%	-2.3%	-28.4%	1.2	-8.1%
C/C(=N/NC(=O)c1ccccn1)c1ccco1	-29.7%	x	0.2	-6.4%	11.2%	12.9%	-5.4	7.3%
Cc1ccc2c(c1)CCCN2C(=O)c1c(C)noc1C	-4.9%	x	0.9	-7.6%	8.4%	-8.2%	-1.5	7.7%
O=C(CCc1nc(-c2ccc(Cl)cc2)no1)OCc1ccc(Br)cc1	-5.6%	32.8	-2.2	-0.2%	8.3%	7.9%	1.4	11.6%
CC(C)Nc1nc(NCCN2CCNC2=O)c2sccc2n1	1.3%	-2.7	0.6	0.8%	9.9%	-12.7%	0.9	9.0%
Nc1nc2cc(Cl)ccc2cc1C(=O)NCCCc1ccccc1	-0.8%	2.8	-1.1	8.4%	7.7%	18.1%	1.2	-5.6%
COc1ccc(/C=N/NC(=O)CCn2nnc3ccccc32)cc1	0.9%	-3.8	0.6	0.9%	3.0%	-15.6%	-4.0	-0.7%
CC1CCCCC1NC(=O)C1CCC(CNc2c(N3CCCCC3)c(=O)c2=O)CC1 (stereo unspecified)	-10.2%	2.2	2.0	-8.8%	-7.5%	-1.3%	-0.3	7.2%
CCN(C[C@H]1N[C@@](Cc2ccccc2)(C(=O)OC)[C@H]2C(=O)N(Cc3ccccc3)C(=O)[C@@H]12)C(=O)COc1ccccc1	-6.5%	-7.7	-0.6	-6.9%	9.3%	-2.3%	-2.0	-9.0%
CN(C(=O)c1ccc(NC(=O)Cc2ccc(NC(=O)C3CCCN(C(=O)C4CCCCC4)C3)cc2)cc1)C1CCCC1 (stereo unspecified)	3.5%	0.4	0.6	-3.0%	7.4%	-8.3%	0.4	-6.6%
CCC(C)(C)NC(=O)CN(Cc1ccc(OC)cc1)C(=O)CCC(=O)Nc1nccs1	4.4%	4.6	-1.0	0.2%[57.1 µM]	1.0%	-10.0%	0.7	-5.2%
O=C(Cc1nc2ccccc2[nH]1)NCc1ccco1	0.2%	0.9	0.1	4.6%	-0.1%	5.0%	-0.9	-3.3%
O=C(c1sc2ccccc2c1Cl)N(Cc1ccccc1)C1CCS(=O)(=O)C1 (stereo unspecified)	-1.6%	-3.8	-2.6	7.1%	7.5%	10.2%	-2.6	9.2%
COC(=O)c1ccc(CSc2nnc(Nc3ccc(C)cc3)s2)o1	-2.1%	2.1	-0.1	-5.1%	6.1%	12.7%	-0.3	-10.7%
CC(C)C(c1nnnn1C(C)(C)C)N1CCN(Cc2cccnc2)CC1 (stereo unspecified)	-9.7%	-1.0	-0.4	9.0%	8.8%	10.6%	0.2	4.1%

(cont.)
SMILES	PLK1 PBD block	PI5P4Ka inh	IL2 activator	WRN helicase inh	EPAC2 agonist	EPAC1 antag	CCT chaperon mod	EPAC1 agonist
COc1cccc(-c2cc(C(=O)NC3CC3)c3ccccc3n2)c1	-3.9%	3.0	-2.5	1.5%	1.4%	10.7%	-1.2	11.3%
O=C(NCCCn1ccnc1)C(=O)NCC(c1ccco1)N1CCN(c2ccc(F)cc2)CC1 (stereo unspecified)	-15.6%	3.9	0.7	-6.2%	6.1%	-13.3%	-1.7	7.7%
O=C(c1ccco1)N1CCN(Cc2nnc(-c3cccc(Br)c3)o2)CC1	-14.2%	-1.0	0.4	4.8%[57.1 µM]	11.7%	-8.3%	-0.1	3.8%
COC(=O)C1CCN(C(=O)c2cc(-c3ccc(Cl)s3)nc3ccccc23)CC1	-1.8%	9.9	-1.0	0.5%	11.1%	-11.6%	1.3	11.0%
CC1Cc2ccccc2N1C(=O)COC(=O)CNC(=O)c1ccc(Br)o1 (stereo unspecified)	-6.5%	-6.6	-1.2	12.5%	7.0%	-21.2%	-2.2	1.6%
Fc1ccc(-c2ccnc3nc(-n4cccc4)nn23)cc1	-0.3%	x	0.3	-11.7%[57.1 µM]	4.2%	2.7%	-0.5	-4.8%
COC(=O)C1=C(N)Oc2c(oc(CO)cc2=O)C1c1c(F)cccc1Cl (stereo unspecified)	u	7.9	1.1	-12.7%	-0.9%	-16.7%	-6.7	4.6%
Cc1ccc(NC(=O)CCC(=O)OCC(F)(F)C(F)F)cc1	-9.9%	4.1	1.2	-8.7%	-2.5%	-1.1%	-5.1	-0.3%
Cc1ccc(CSc2nnc(-c3ccco3)o2)cc1	8.5%	6.0	-0.6	-11.6%	15.8%	-20.2%	-9.0	-10.0%
Cc1cc(NC(=O)c2cc(S(=O)(=O)N3CCCCC3)ccc2C)n(-c2ccccn2)n1	-6.6%	2.0	-0.3	-10.1%	10.4%	-18.3%	-0.7	10.2%
CCCOc1ccc(OCCOCCNCc2ccccc2)cc1	-7.9%	-0.4	0.0	1.7%	-4.5%	0.9%	-1.2	-6.5%
COc1ccc(Cl)cc1NC(=O)CN(C)C(=O)Cn1[nH]c(=O)c2ccccc2c1=O	-14.3%	0.8	0.4	5.2%	2.7%	6.4%	0.1	1.5%
CCC(=O)Nc1ccc(C(=O)N/N=C/c2cccnc2)cc1	-2.2%	x	2.9	1.3%	10.9%	6.4%	-3.0	4.7%
O=C(O)c1ccc2c(c1)C(=O)N(C(Cc1ccccc1)C(=O)O)C2=O (stereo unspecified)	-3.7%	x	3.7	3.3%	-3.9%	3.4%	-2.1	-0.4%
O=C(CCOc1ccccc1)Nc1ccc(Cl)c(S(=O)(=O)N2CCOCC2)c1	1.3%	8.0	-4.6	-8.1%	-1.7%	-12.5%	1.0	13.8%
C=CCn1c(=O)c(C(=O)OCC)c(O)c2ccccc21	-8.1%	-5.0	0.7	0.1%	4.1%	-5.0%	-1.1	0.1%
CCCCC(=O)Nc1ccc(C(=O)Nc2ccc(OC)cc2[N+](=O)[O-])cc1	29.3%	-12.8	u	0.6%	-18.4%	31.1%[activator]	1.9	-24.9%
O=C(CS(=O)(=O)c1cn(CC(=O)N2CCOCC2)c2ccccc12)NCc1ccccc1	4.1%	-5.8	-0.9	0.0%	2.0%	3.5%	-1.4	-4.9%
COc1ccccc1N(CC(=O)Nc1ccc(Br)cc1F)S(=O)(=O)c1cccs1	-7.0%	12.6	-2.9	-4.7%	-0.2%	-27.7%	-1.2	4.5%
COc1ccc([N+](=O)[O-])cc1NC(=O)CC1SC(=Nc2cccc(C)c2C)N(/N=C(\C)c2ccc(C)cc2)C1=O (stereo unspecified)	9.9%	8.7	5.6	-9.0%	-7.8%	-4.8%	-6.8	2.4%
Cc1[nH]c2ccccc2c1C(=O)C(=O)NC1CC(=O)N(c2ccc(F)cc2)C1 (stereo unspecified)	-5.9%	5.2	-0.4	-19.4%	1.2%	-23.9%	-0.4	49.5%
Cc1cc(C)cc(N(CC(=O)NC2CCCCC2)C(=O)c2ccc(C)s2)c1	-2.1%	x	-2.1	-0.5%	-5.3%	-13.1%	0.9	-4.6%
O=C(C1CCN(S(=O)(=O)c2cc(Cl)ccc2Cl)CC1)N1CCCC1	-12.0%	2.1	0.0	5.3%	4.8%	10.1%	0.7	0.3%
COCCNC(=O)CCCn1c(=O)c2cc(OC)c(OC)cc2n(CC(=O)Nc2ccc(F)cc2)c1=O	-16.9%	-3.2	0.1	4.4%	7.1%	-0.6%	0.8	0.5%
CC(=O)Oc1ccc(C(=O)OCC(=O)c2c(N)n(C)c(=O)n(C)c2=O)cc1OC(C)=O	u	-4.6	-5.3	u	-5.8%	-7.9%	-0.5	-1.5%
CSc1ccccc1C(=O)Nc1nccs1	-9.2%	1.8	-1.1	4.4%	9.7%	-13.8%	-2.3	-1.9%
c1ccc(Nc2n[nH]nc2-c2ccccc2)cc1	-28.0%	-3.9	0.1	-6.6%	6.4%	-16.9%	-7.6	7.3%
CCc1ccc(N(CC(=O)Nc2ccccc2C(=O)N2CCOCC2)S(C)(=O)=O)cc1	-8.3%	4.1	0.2	-5.7%	-4.8%	-1.9%	0.5	-1.6%

In the list so far, these contain a nitro group on carbon.
SMILES	PLK1 PBD block	PI5P4Ka inh	IL2 activator	WRN helicase inh	EPAC2 agonist	EPAC1 antag	CCT chaperon mod	EPAC1 agonist
CCCCC(=O)Nc1ccc(C(=O)Nc2ccc(OC)cc2[N+](=O)[O-])cc1	29.3%	-12.8	u	0.6%	-18.4%	31.1%[activator]	1.9	-24.9%
COc1ccc([N+](=O)[O-])cc1NC(=O)CC1SC(=Nc2cccc(C)c2C)N(/N=C(\C)c2ccc(C)cc2)C1=O (stereo unspecified)	9.9%	8.7	5.6	-9.0%	-7.8%	-4.8%	-6.8	2.4%
